West Nile antiviral: West Nile virus antiviral activity, cell-based, CPE readout (AID 1621) | West Nile virus-infected cells, CPE inhibition; higher % means a stronger effect | CPE inhibition, % at 10 µM, or IC50 in µM where a hit was titrated | actives 0.02% (n = 290,000); in the data active = a potency from the dose series; inconclusive = CPE inhibition mostly from about 3.7% at the one dose, without a potency; inactive = the rest, 99 in 100 with CPE inhibition below about 2.2%; note: strong numbers were not always called active
NS5 inhibitors: flavivirus cap methylation enzyme inhibition – biochemical, confirmation dose response, primary screen (AID 588689); Dengue-2 NS5 methyltransferase capping enzyme assay, biochemical; higher % means a stronger effect; actives 0.3% (n = 340,000); inhibition, % at 25 µM; hits with a dose series show IC50 in µM; in the data active = a potency from the dose series; inconclusive = inhibition above about 29% without an active follow-up result
MgcRacGAP inhibition: MgcRacGAP GTPase-activating activity inhibitors, confirmation, biochemical, ADP Hunter fluorescence; AID 624330; actives 0.6% (n = 340,000); inhibition, % at 30 µM, or IC50 in µM where a hit was titrated; MgcRacGAP-stimulated Rac1 GTP hydrolysis, ADP Hunter fluorescence; higher % means a stronger effect; GST-tagged Rac1 F28L mutant substrate;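 active = first-screen hits whose inhibition reached a set limit at any dose in the follow-up dose series; inconclusive = inhibition above the set first-screen limit but never retested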;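 note: fluorescence reports GDP produced by GAP-driven GTP hydrolysis; strong numbers were not always called active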
SV40 large T antigen: SV40 large T antigen inhibitors, biochemical (AID 1903); SV40 large T antigen ATPase/helicase inhibition assay; higher % means a stronger effect; one-dose inhibition, % at 20 µM; IC50 in µM for titrated hits; actives 0.39% (n = 310,000); in the data active = a potency from the dose series; inconclusive = inhibition mostly from about 32% at the one dose, without a potency; inactive = the rest, 99 in 100 with inhibition below about 32%; note: strong numbers were not always called active
CSM14.1 death rescue: rescue of cells from ER stress-induced death, primary screen, 384-well, CSM14.1, thapsigargin, ATP luminescence (AID 1222) | CSM14.1 thapsigargin-induced death rescue, ATP luminescence; higher % means a stronger effect | cellular ATP content (survival), % at 20 µM; hits with a dose series show EC50 in µM | 190,000 tested, under 10 active;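 active = EC50 below 50 µM in the dose-response confirmation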;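 note: death triggered by thapsigargin at about 15 µM added after 2 h compound pretreatment; cell ATP read after overnight thapsigargin exposure of roughly 18 to 22 hours; normalized against plate controls of thapsigargin alone and 5% DMSO vehicle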
GPR35 antagonists: inhibition of zaprinast-stimulated GPR35 beta-arrestin translocation – imaging, U2OS, beta-arrestin-GFP, zaprinast agonist, primary screen (AID 2058); U2OS GPR35 beta-arrestin-GFP translocation imaging, zaprinast antagonism; higher % means a stronger effect; inhibition, % at 10 µM; hits with a dose series show IC50 in µM; actives 0.052% (n = 290,000);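 active = inhibition of at least 50% with at least 30 cells and total cytoplasm GFP at most 10,000,000; inconclusive = under 30 cells or total GFP of 10,000,000 plus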
RSV antiviral HEp-2: RSV antiviral activity via CPE protection, HEp-2 cells, primary 10 µM value included (AID 2391); actives 0.13% (n = 310,000); HEp-2 cells, RSV-induced CPE inhibition; higher % means a stronger effect; one-dose CPE inhibition, % at 10 µM; IC50 in µM for titrated hits; in the data active = a potency from the dose series; inconclusive = CPE inhibition mostly from about 23% at the one dose, without a potency; inactive = the rest, 99 in 100 with CPE inhibition below about 21%; note: strong numbers were not always called active
PhoP inhibition: PhoP-dependent GFP reporter repression – Salmonella Typhimurium, primary screen (AID 1863) | inhibition, % at 50 µM, or IC50 in µM where a hit was titrated | S. Typhimurium PhoP-regulated promoter GFP reporter, 4 h; higher % means a stronger effect | actives 0.16% (n = 300,000);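 active = inhibition over 29.93%, a cutoff 3 SD above the screen mean, later confirmed by dose response; inconclusive = inhibition over 29.93% but no dose response follow-up; inactive = inhibition at most 29.93% or unconfirmed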;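 note: 0% = low Mg2+ inducing control and 100% = high Mg2+ repressing control; strong numbers were not always called active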
LYP inhibition: inhibitors of LYP phosphatase, biochemical, fluorescence intensity, uHTS (AID 1779); recombinant LYP phosphatase, fluorescence intensity; higher % means a stronger effect; inhibition, % at 11.5 µM, or IC50 in µM where a hit was titrated; actives 0.054% (n = 290,000); in the data active = inhibition above about 50%;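 note: plate controls were vehicle with enzyme for no effect and no enzyme for full effect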
NS5 inhibitors pilot replicate: further read-out of NS5 inhibitors, marked with its call; inhibition, %; measured here: pilot screen replicate inhibition
* marks the source's active call; other numbers are inactive results; ? = inconclusive; . = not tested or not shown.

SMILES	West Nile antiviral	NS5 inhibitors	MgcRacGAP inhibition	SV40 large T antigen	CSM14.1 death rescue	GPR35 antagonists	RSV antiviral HEp-2	PhoP inhibition	LYP inhibition	others
C#CCOCCOCCOCCNc1nc(N2CCN(C(=O)C([C@@H](C)CC)n3cc(C(N)CO)nn3)CC2)nc(N2CCN(C(=O)[C@H](CCC(=O)O)n3cc(C(N)[C@H](C)CC)nn3)CC2)n1 (stereo partly drawn)	-0.1%	.	.	.	.	16%	.	-9%	-5%
C=CCN1C=CC(=O)CC1	0.3%	-2%	1%	1%	.	17%	0.5%	7%	-3%
O=C(NCc1ccc(F)cc1)C1CCN(S(=O)(=O)c2ccc(Cl)cc2)CC1	-0.4%	2%	7%	2%	.	5%	-0.1%	7%	-5%
CC(=O)NCCC(=O)Nc1cc(S(=O)(=O)N2CCCCC2)ccc1Oc1cccc(C)c1	0.2%	-1%	6%	11%	.	-9%	16%	-4%	2%
CCN(CC)c1ccc(C(=O)OCC(=O)N2CCCC2)cc1	-0.9%	-6%	0%	8%	.	0%	0.7%	3%	-7%
CCOc1c(Cl)cc(C2NC(=O)NC(C)=C2C(=O)NCc2ccccc2)cc1OC (stereo not drawn)	-0.2%	-8%	5%	2%	1.3%	16%	0.2%	-2%	-9%
COCC(C)NC(=O)c1ccc(Cl)c(Cl)c1 (stereo not drawn)	-0.6%	-2%	2%	-4%	-0.8%	5%	1.1%	-8%	-3%
Cn1nc(-c2ccccc2)c(CSc2ccccc2)c1Cl	0.0%	8%	13%	15%	-2.6%	10%	-2.1%	1%	5%
CCn1cnc2cc(NCc3ccc(N(C)C)cc3)ccc21	2.4%	-2%	24%	16µM*	-2.1%	5%	0.7%	-6%	-5%
O=C(OCCN1C(=O)c2ccccc2C1=O)c1ccccc1	.	1%	4%	21%	-1.0%	1%	1.3%	0%	-6%
O=C1CN(C(=O)COC(=O)c2cccnc2Cl)c2ccccc2N1	-0.5%	-3%	-3%	-3%	0.0%	-16%	1.5%	7%	-2%
CCCc1nc2oc3cc(OC)ccc3c(=O)c2c(=O)n1CCc1ccccc1	-0.9%	5%	8%	8%	.	10%	1.2%	-7%	4%
COC(=O)c1ccc(NC(=O)CN(Cc2ccc(Cl)cc2)S(C)(=O)=O)cc1	0.3%	0%	-1%	13%	-3.3%	-6%	1.5%	-3%	-8%
O=C1OCC(Cn2c3ccccc3c3ccccc32)O1 (stereo not drawn)	-0.2%	-1%	6%	3%	1.8%	10%	4.6%	-7%	-3%	NS5 inhibitors pilot replicate=-4.0
O=C(O)c1cc(NC(=O)c2ccc3c(c2)C(=O)N(Cc2ccccc2)C3=O)cc(C(=O)O)c1	-0.1%	6%	-6%	4%	.	-5%	1.0%	-8%	1%
CCOC(=O)c1[nH]c2ccc(OC)cc2c1NC(=O)c1cccc(OC)c1	0.3%	-2%	5%	0%	3.9%	0%	3.1%	8%	1%
NNc1ccc(Cc2ccc(Cl)cc2Cl)nn1	-0.6%	-4%	-6%	4%	-0.4%	6%	9.3%	2%	-4%
CC(=O)c1sc2nc(C)cc(C)c2c1N	0.5%	-1%	6%	3%	-1.6%	-2%	-0.3%	12%	-7%
Cc1cccc(NC(=O)NNC(=O)COc2ccc(Cl)cc2)c1	-0.2%	-5%	3%	5%	1.1%	2%	2.5%	-6%	-8%
Cc1nn(C)c(Oc2ccc(Cl)cc2)c1C(=O)O	0.4%	-6%	3%	-1%	-1.5%	-5%	0.8%	-9%	-8%
O=C(Cc1cccs1)N1CCN(c2ccc([N+](=O)[O-])cc2)CC1	-1.1%	-7%	3%	16%	-0.5%	0%	0.0%	-5%	70%*
CC(C)(C)c1cc(C(C)(C)C)n(-c2ccccc2)n1	-0.3%	6%	6%	2%	0.4%	3%	0.5%	-3%	5%
O=C(NCCC1=CCCCC1)C1CC(=O)N(Cc2ccccc2)C1 (stereo not drawn)	-0.2%	4%	5%	25%	.	-13%	3.2%	1%	-14%
CCOC(=O)/C(C#N)=C1/SC(C)C(=O)N1c1ccc(Br)cc1 (stereo not drawn)	0.2%	-10%	-2%	-11%	-2.4%	7%	-1.2%	25%	-6%

The closing 2 compounds of the section above lead into the next.
SMILES	West Nile antiviral	NS5 inhibitors	MgcRacGAP inhibition	SV40 large T antigen	CSM14.1 death rescue	GPR35 antagonists	RSV antiviral HEp-2	PhoP inhibition	LYP inhibition	others
O=C(NCCC1=CCCCC1)C1CC(=O)N(Cc2ccccc2)C1 (stereo not drawn)	-0.2%	4%	5%	25%	.	-13%	3.2%	1%	-14%
CCOC(=O)/C(C#N)=C1/SC(C)C(=O)N1c1ccc(Br)cc1 (stereo not drawn)	0.2%	-10%	-2%	-11%	-2.4%	7%	-1.2%	25%	-6%
Cc1cc(=O)[nH]c(N/N=C/c2ccc(F)cc2)n1	-1.0%	-7%	12%	9%	.	3%	2.2%	-3%	-5%
CCOc1ccc(-n2c(C)nc3cc(C(=O)NCCCN4CCOCC4)ccc32)cc1	-0.2%	-5%	11%	-1%	-1.4%	-10%	-1.1%	-6%	-3%
COc1cc(OC)cc(C(=O)NN2CCOCC2)c1	-0.2%	-1%	3%	10%	.	5%	0.6%	6%	-5%
Cc1cccc(C(=O)NC(=S)Nc2ccc(Cc3ccncc3)cc2)c1	-0.3%	5%	1%	17%	-0.8%	4%	7.7%	-8%	4%
CCN1CCN(C(=S)c2ccc(Cl)c(Cl)c2)CC1	-0.6%	-10%	20%	22%	-1.8%	-4%	-1.5%	5%	11%
O=C(Nc1ccc(NC(=O)C2CCCCC2)nc1)c1cccc(F)c1	0.1%	-12%	8%	.	.	7%	.	.	-16%
CCN(CC)CCOC(=O)C(Cc1ccco1)Cc1cccc2ccccc12 (stereo not drawn)	.	-5%	26%	7%	.	.	-0.9%	.	.
Cc1ccc(NC(=S)N2CCC(c3nc4ccccc4s3)CC2)cc1C	0.3%	2%	6%	-4%	1.0%	-2%	0.2%	-12%	11%
O=C(Nc1ccc(-n2cccn2)cc1)C1CCCCN1Cc1cccc2c1OCO2 (stereo not drawn)	1.8%	-3%	11%	-7%	.	9%	-0.2%	5%	-11%
COc1cc(NC(=O)c2cc3sccc3n2C)cc(OC)c1	0.0%	-2%	14%	6%	-3.2%	-10%	5.9%	2%	4%
C#Cc1ccc([C@@H]2C=C(C(=O)NCc3nc4ccccc4[nH]3)O[C@H](OCC)[C@H]2CCCO)cc1	-0.3%	-9%	9%	16%	.	-2%	4.9%	-2%	-8%
O=C(CSc1ccc([N+](=O)[O-])cn1)Nc1ccc(N2CCOCC2)c(Cl)c1	0.5%	-4%	7%	12%	1.1%	2%	11%	-5%	-6%
CCc1ccc(-c2cc(C(=O)Nn3cnnc3)c3ccccc3n2)cc1	-0.6%	-2%	2%	11%	-3.5%	10%	-1.1%	8%	-3%
CCN(Cc1cc2cc(C)ccc2[nH]c1=O)C(=O)c1cccc([N+](=O)[O-])c1	-0.7%	-6%	-2%	5%	.	14%	2.0%	-5%	-8%
CNc1nc(N)c([N+](=O)[O-])c(NC2CCCCC2)n1	-0.5%	-6%	.	-1%	.	1%	7.0%	9%	-4%
COCCN(CC(=O)NC1CCCCC1)C(=O)CCCC(=O)Nc1ccccn1	-0.2%	.	-5%	7%	0.6%	-6%	-0.3%	-6%	-8%
O=S(=O)(Nc1ccc2c(c1)OCO2)c1cccs1	0.2%	2%	-3%	7%	-0.7%	-16%	0.6%	5%	-3%
O=C(/C=C/c1ccco1)Nc1ccc2nn(-c3ccccc3)nc2c1	-0.7%	-1%	6%	12%	2.9%	2%	-0.9%	-9%	3%
COC(=O)c1cccc(COC(=O)CNC(=O)c2ccco2)c1	0.5%	-3%	3%	-1%	-0.1%	11%	0.4%	-12%	-1%	NS5 inhibitors pilot replicate=0.6
COC(=O)c1ccc(NC(=O)c2ccc3nsnc3c2)cc1	-0.5%	-2%	3%	11%	.	6%	?	-2%	-5%
CCOC(=O)c1ccc2c(c1)nc(-c1ccccn1)n2CC	-0.7%	-1%	4%	-25%	.	7%	3.7%	3%	-13%
O=[N+]([O-])c1cccc(/C=N\N2CCN(c3ccc(Cl)cc3)CC2)c1	-0.1%	-4%	1%	5%	-0.3%	-24%	-0.5%	-2%	1%
CCn1c(SCC(=O)Nc2cc(C)on2)nc2c([nH]c3ccccc32)c1=O	-0.5%	-4%	0%	2%	.	-4%	2.8%	2%	-3%
Oc1ccc(F)c2cccnc12	-0.3%	-8%	0%	6%	3.1%	8%	-1.6%	-2%	-13%
O=C(O)CC1(CC(=O)Nc2ccc3c(c2)OCCCO3)CCCCC1	0.0%	-2%	10%	6%	.	-3%	1.3%	-11%	-5%
CCN(CC)CCn1c(NCc2nc3ccccc3n2Cc2ccccc2)nc2ccccc21	-0.9%	-3%	13%	18%	3.0%	-1%	-1.4%	2%	-4%
COc1ccc(-c2nc(CCNC(=O)c3ccco3)cs2)cc1OC	0.5%	-3%	3%	10%	.	0%	2.8%	-3%	-2%
O=C(Nc1ccc(Oc2ccccc2)nc1)C1CCCCN1Cc1ccco1 (stereo not drawn)	3.2%	-12%	-4%	5%	.	-5%	-1.0%	-5%	-10%
CC1CCN(c2ccccc2NC(=O)c2ccc([N+](=O)[O-])o2)CC1	0.8%	-9%	8%	-3%	.	-6%	4.6%	4%	-1%
CCOC(=O)c1c(C)n2c3c(cc(C)cc13)CCC2	-0.3%	-11%	12%	18%	-1.3%	-1%	2.0%	-4%	-6%
Cc1ccc(-c2nc(N)c3c(-c4ccc(C)cc4)nn(C(C)(C)C)c3n2)cc1	0.1%	-1%	9%	-2%	-2.3%	22%	0.9%	-2%	-4%
COC(=O)c1ccc(NC(=O)c2cc(Cl)ccc2OC)cc1	0.1%	-7%	4%	4%	-0.7%	12%	3.9%	-6%	-5%
Cc1cnc(C(=O)Nc2nnc(C)s2)cn1	0.4%	-5%	9%	3%	2.4%	20%	1.0%	3%	-4%
Cc1ccc(NC(=O)C(C)N2C(=O)C3CC=C(Cl)CC3C2=O)cc1 (stereo not drawn)	0.2%	-2%	4%	3%	-3.0%	12%	4.4%	-9%	2%
Cc1cnc(C(=O)OC(C)C(=O)NCc2ccccc2)cn1 (stereo not drawn)	.	5%	6%	11%	.	.	-0.9%	3%	.
Cc1ccc(-n2nnc(-c3nccs3)n2)cc1	-0.3%	-8%	9%	7%	-5.4%	-11%	4.5%	-7%	-2%
CCCc1nc2nc(C)c(NS(=O)(=O)c3ccc([N+](=O)[O-])cc3)c(=O)n2[nH]1	0.8%	-2%	-2%	3%	.	-8%	-0.9%	-2%	-5%
O=C(Sc1ccc(Cl)cc1)c1ccccn1	.	-36%	4%	23%	.	.	2.1%	.	.

Screening results deposited in PubChem BioAssay by several laboratories.
